GLP1R cytotox: qHTS of GLP-1 Receptor Inverse Agonists: Cytotox Screen; HEK293 cAMP-luciferase reporter cells, luminescence, 24 h; Potency, µM (doses to about 38.3 µM), for inactives: top-dose activity change, negative = inhibition, usual class: inhibitors; hit rate 0.13% among 410,000; AID 624418, 2012;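 further: loss of luciferase light is scored as toxicity; potency means the concentration at half of the fitted maximal effect; on the % scale 0 is the no-effect control and ±100 the full control effect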
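Cells in DMEM/10% Nu serum/1% pen-strep, 1536-well format. Pre-incubated 12 h, dosed with 23 nL compound, incubated a further 24 h. Luciferase detection, 12 min at room temp, luminescence.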
KB-V1 cytotox: qHTS assay for MDR1-selective chemotherapeutics: Primary screen using the drug-selected MDR subline cells KB-V1; KB-V1 MDR cells viability, CellTiter-Glo, 72 h; Potency, µM (titrated, usually from 46.1 µM), for inactives: top-dose activity change, negative = cytotoxicity, actives largely listed as cytotoxic; hit rate 3.4% among 400,000; further: potency means the concentration at half of the fitted maximal effect; on the % scale 0 is the no-effect control and ±100 the full control effect; nearly all actives have a fitted effect of over 60% in size
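qHTS viability screen in drug-selected KB-V1 MDR cells: 72 h compound treatment at 37 degrees C, ATP luminescence end point.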
MCF10A rerep: A quantitative high throughput screen for small molecules that induce DNA re-replication in MCF 10a normal breast cells. hit rate 2.9% among 350,000. AID 624296, 2012. Potency, µM (top dose mostly 46.1 µM), for the others: at the highest dose activity, positive = re-replication, actives largely listed as activators. MCF 10A DNA re-replication, Hoechst nuclear intensity, 48 h; further: potency means the concentration at half of the fitted maximal effect; % of control where 0% means no effect; nearly all actives have a fitted effect of over 50% in size
SW480 rerep: A quantitative high throughput screen for small molecules that induce DNA re-replication in SW480 colon adenocarcinoma cells | SW480 DNA re-replication, Hoechst DNA content imaging, 48 h | Potency, µM (doses to about 46.1 µM), inactives show at the top dose re-replication activation, most hits filed as activators | hit rate 1.8% among 340,000; further: potency means the concentration at half of the fitted maximal effect; % of control where 0% means no effect; nearly all actives have a fitted effect of over 55% in size
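Compounds, transferred as 23 nL by pin tool, were incubated with cells for 48 hr; DNA content per nucleus was then quantified by Hoechst staining and fluorescence plate imaging.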
HT1080-NT tox: qHTS for induction of synthetic lethality in tumor cells producing 2HG: qHTS for the HT-1080-NT fibrosarcoma cell line; HT-1080-NT fibrosarcoma viability, CellTiter-Glo ATP luminescence, 48 h; Potency, µM (doses to about 46.1 µM), for inactives: at the top dose activity, negative = less viability, usual class: cytotoxic; hit rate 1.6% among 360,000; AID 686970, 2013;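 further: NT is the 2HG producing partner of a matched IDH1 knockdown line; potency means the concentration at half of the fitted maximal effect; 0% = DMSO-treated cells and -100% = media-only wells without cells; nearly all actives have a fitted effect of over 55% in size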
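750 cells/well, RPMI + 5% FBS; 2 h settle, compound pin-transfer, 48 h at 37 degrees C. CellTiter-Glo 10 min RT, luminescence. Normalized to DMSO and media-only wells.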
KB-3-1 tox: qHTS assay for MDR1-selective chemotherapeutics: Primary screen using the parental adenocarcinoma cell KB-3-1. Potency, µM (series often up to 46.1 µM), for the others: top-dose activity change, negative = cytotoxic, hits mostly cytotoxic. KB-3-1 viability, CellTiter-Glo ATP luminescence, 72 h. hit rate 1.4% among 400,000; further: potency means the concentration at half of the fitted maximal effect; on the % scale 0 is the no-effect control and ±100 the full control effect; nearly all actives have a fitted effect of over 60% in size
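Luminescent ATP read-out (CellTiter-Glo) measures survival of drug-naive KB-3-1 cells after 72 h compound exposure at 37 °C. Titration series was screened from lowest to highest concentration, with DMSO vehicle plates as background controls.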
IL1B secr inh: qHTS for Inhibitors of Inflammasome Signaling: IL-1-beta AlphaLISA Primary Screen; THP-1 LPS/ATP IL-1B secretion, AlphaLISA, 16 h; hits give low values; activity change, % at 57.5 µM; hit rate 4.7% among 360,000; AID 743279, 2014; in the data active means activity change below about -50%; inconclusive means mostly about -30% to -49%; further: on the % scale 0 is the no-effect control and ±100 the full control effect
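Secreted IL-1B measured by AlphaLISA bead assay after 16 h compound exposure of THP-1 cells; compounds (final up to 57.5 uM) added 1 h before LPS (250 ng/mL) and ATP (1.25 mM) stimulation; lower signal means less secretion.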
HT1080 IDH1KD tx: qHTS for induction of synthetic lethality in tumor cells producing 2HG: qHTS for the HT-1080-IDH1KD cell line; Potency, µM (highest dose often 46.1 µM), for inactives: at the top dose activity, negative = toxicity, most hits filed as cytotoxic; HT-1080 IDH1 knockdown viability, ATP luminescence, 48 h; hit rate 2% among 360,000;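 further: potency means the concentration at half of the fitted maximal effect; 0% = DMSO wells and -100% = cell-free medium wells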
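Cytotoxicity counter-line: IDH1KD HT-1080, 48 h, CellTiter-Glo. Curves classed by r2, magnitude and activity.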
DRD3 agonist: qHTS of D3 Dopamine Receptor Agonist: qHTS. max activation, %. hit rate 0.58% among 410,000. D(3) dopamine receptor (Homo sapiens), P35462. D3R DiscoveRx beta-arrestin cells, luminescence, 90 min. AID 652048, 2013; in the data active means max activation above about 30%; further: 0% is about no effect; mostly tested at two doses, the higher about 12 µM
Target sequence (P35462 whole entry, looked up): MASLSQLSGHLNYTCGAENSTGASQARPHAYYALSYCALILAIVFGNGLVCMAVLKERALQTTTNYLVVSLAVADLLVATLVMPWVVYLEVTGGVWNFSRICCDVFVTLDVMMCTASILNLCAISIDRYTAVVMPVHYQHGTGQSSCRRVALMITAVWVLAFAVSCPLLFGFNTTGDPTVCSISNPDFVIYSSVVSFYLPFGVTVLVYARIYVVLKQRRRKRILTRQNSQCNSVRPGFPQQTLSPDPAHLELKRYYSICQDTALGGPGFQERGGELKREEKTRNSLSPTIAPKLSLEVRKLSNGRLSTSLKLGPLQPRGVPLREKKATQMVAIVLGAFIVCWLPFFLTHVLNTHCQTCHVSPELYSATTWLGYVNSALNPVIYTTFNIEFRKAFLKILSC
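Agonist mode: compounds and dopamine controls were applied to plated cells for 90 min at 37 degrees C after an overnight attachment at 1500 cells/well. Luminescent read-out followed 30 - 60 minutes at room temperature with DiscoveRx detection reagent.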
* marks the source's active call; other numbers are inactive results; ? = inconclusive; · = no result given; & = joins results of further samples; [ ] = another dose, or the depositor's remark. Unless noted, the call rests on the fitted dose curve; in most records, active means well fitted curve in the direction sought with a large enough effect; inconclusive means small, poorly fitted or top-dose-only effect, or another doubt; inactive means no such curve, though single readings can be large; an effect the other way counts as inactive or inconclusive.

entry | structure | GLP1R cytotox | KB-V1 cytotox | MCF10A rerep | SW480 rerep | HT1080-NT tox | KB-3-1 tox | IL1B secr inh | HT1080 IDH1KD tx | DRD3 agonist
1 | O=C(NCc1ccco1)C(=O)c1c[nH]c2ccccc12 | 2% | ? | 11% | -2% | 7% | 8% | -14 | 2% | -10
2 | CC(C)n1nnnc1SCC(=O)N1N=C(c2cccs2)CC1c1cccs1 (stereo unspecified) | -6% | · | 4% | 3% | -2% | · | -10 | 9% | 5
3 | CCN(CCO)C(=S)Nc1cc(S(=O)(=O)N(C)C)ccc1C | -3% | -11% | -1% | 0% | 13% | -2% | -11 | 17% | -5
4 | O=C(CSc1nc(-c2ccccc2)no1)N1CCCCC1 | -1% | 10% | · | · | · | 5% | · | · | -3
5 | Cc1ccc(NC(=S)N(C)N)cc1Cl | -7% | 56% | -4% | -4% | 2% | -1% | 6 | -14% | -7
6 | COC(=O)CC/C(O)=C1/C(=N)CC(C)(C)CC1=O | 9% | -6% | -4% | -6% | 10% | -2% | ? | 21% | 4
7 | CCOc1ccc(OCCNC(=O)c2ccc3c(c2)nnn3CC)cc1 | -7% | 23µM* | 6% | -8% | -6% | -22% | 20 | -6% | -8
8 | CC(C)C(NC(=O)COc1ccccc1)C(=O)O (stereo unspecified) | 6% | 0% | 7% | -4% | 3%[9.24 µM] | 10% | 0 | -4% | 5
9 | COc1cccc(C2C(=O)N(C3CCCCC3)CC(=O)N2Cc2ccc(F)cc2)c1 (stereo unspecified) | 0% | ? | 1% | 9% | 7% | -3% | -12 | ? | -2
10 | CCn1c(=O)cc(SCC(=O)NCC2CCCO2)c2ccccc21 (stereo unspecified) | 2% | ? | 4% | -1% | 11% | 7% | 0 | 4% | 1
11 | Cc1cccc(C)c1NC(=O)CSCC(=O)c1ccc(O)c(O)c1 | ? | -21% | ? | 1% | ? | ? | 28 | ? | 1
12 | COc1ccc(S(=O)(=O)NCC(=O)NCc2cc(=O)n(C)c(=O)n2C)cc1F | -11% | 6% | 1% | ? | -3% | -15% | -10 | -4% | -18
13 | Cn1cnc([N+](=O)[O-])c1S(=O)(=O)Oc1cccc2ccccc12 | ? | ? | 5.8µM* | 6.5µM* | 1.2µM* | ? | -102* | 2.6µM* | -35
14 | COC(=O)c1c(C)oc2ccc(N(C(=O)c3ccncc3)S(=O)(=O)c3ccc(C)cc3C)cc12 | -11% | ? | 15µM* | 24% | 23µM* | ? | ? | ? | -8
15 | O=C(CCN1C(=O)/C(=C\C=C\c2ccccc2)SC1=S)Nc1ccccc1C(=O)O | -23% | 11% | 18% | 19% | 21% | 0% | -12 | 8% | 1
16 | Cc1ccc(CCC(=O)Nc2nccs2)o1 | -10% | 10% | 0% | 6% | 0% | 8% | -8 | 0% | 4
17 | COc1ccc(Cn2nnnc2C(c2ccc(N(C)C)cc2)N2CCC(C(N)=O)CC2)cc1 (stereo unspecified) | 0% | 0% | 6% | -20% | -5% | 0% | -9 | -1% | 6
18 | Cc1ccccc1N1C(=O)C(Cc2ccc(F)cc2)S/C1=C(\C#N)C(N)=O (stereo unspecified) | 3% | ? | -15% | ? | -16% | 2% | · | -3% | 3
19 | Cc1cc(NC(=O)C2(C)CCN2C(C)C)c2ccccc2n1 (stereo unspecified) | 1% | 3% | · | · | 0% | 0% | 90 | 0% | -1
20 | O=C(NCC1CCCO1)c1cc([N+](=O)[O-])ccc1N1CCC(Cc2ccccc2)CC1 (stereo unspecified) | -21% | ? | 13% | -24% | -6% | 4.6µM* | -12 | -27% | -10
21 | COC(=O)c1cccn(CC(=O)c2ccc(Cl)cc2Cl)c1=O | -4% | 9% | -3% | 0% | 8% | 8% | -9 | 6% | -2
22 | COCCn1c(-c2ccc(Cl)cc2Cl)nc2c(c(=O)c3ccccc3n2C)c1=O | -1% | -4% | -6% | -4% | 5% | 7% | -1 | 6% | -5
23 | C[C@H](NC(=O)c1nc[nH]c1C(=O)N[C@@H](C)C(=O)OCc1ccccc1)C(=O)OCc1ccccc1 | -6% | -5% | 2% | -15% | 1% | ? | 12 | 3% | 7
24 | COc1ccc(C2=NN(C(=O)c3ccc(Cl)c([N+](=O)[O-])c3)C(c3ccccc3)C2)cc1 (stereo unspecified) | 0% | -2% | ? | 20%&10% | ? | -7% | -14 | ? | -3
25 | COc1ccc(NC(=O)CN(C)C(=O)c2c(C)nn(Cc3ccccc3)c2C)cc1 | -12% | -3% | 0% | -2% | 13% | -2% | 10 | 1% | 1
26 | CC(C)c1ccc(OCC(=O)Nc2ccc3oc(=O)ccc3c2)cc1 | -3% | 2% | -1% | 0% | 6% | -19% | -19 | 4% | -2
27 | c1ccc(COc2cncc(-c3cccnc3)c2)cc1 | 30% | 0% | -7% | -2% | 13% | 0% | -4 | 5% | 14
28 | O=C(Nc1ccc(F)cc1F)c1ccc(-c2ccccc2)s1 | 0% | ? | · | · | · | 5% | · | · | 2
29 | CC(C)C(NS(=O)(=O)c1c(Cl)cccc1Cl)C(=O)OCC(=O)c1c[nH]c2ccccc12 (stereo unspecified) | -5% | 21µM* | 13% | · | -17% | 0% | 0 | -26% | 3
30 | CCOc1ccc(S(=O)(=O)NC(C)C(=O)NCc2ccccn2)cc1 (stereo unspecified) | 6% | -3% | 4% | 1% | -4% | -3% | -17 | 0% | 3
31 | Cc1sc2ncnc(NCC(C)(C)N3CCOCC3)c2c1C | -6% | 4.1µM* | 2% | -7% | -28% | ? | ? | -21%[9.24 µM] | 4
32 | O=C(Cc1cccs1)Nc1nnc(CCc2ccccc2)s1 | -3% | 18µM* | 0% | -1% | -2% | 22% | 13 | 3% | -2
33 | N#CCC1c2ccccc2CCN1C(=O)Nc1ccc(Cl)cc1 (stereo unspecified) | -2% | -9% | 1% | -3% | 7% | 13% | -14 | -30% | -16
34 | CC(C(=O)NC1CCCCC1)N1C(=O)c2cccc3cccc1c23 (stereo unspecified) | 69%[activator] | 0% | 0% | 5% | -8% | -7% | -15 | -19% | 3
35 | COc1ccc(NS(=O)(=O)c2ccc(NC(C)=O)cc2)cc1OC | 10% | ? | 1% | -4% | -3% | 15µM* | 37 | -1% | 10
36 | Nc1n[nH]c(=S)n1-c1ccc(Cl)cc1 | 15% | -29% | 19% | 6% | -4% | -15% | 43 | 0% | -3
37 | CC1(C)C[C@@H]2C[C@@](C)(CN2C(=O)c2ccccc2)C1 | 4% | 5% | -2% | ? | 1% | 0% | 15 | 1% | -3
38 | Cc1cccc(N(C)C(=O)CN(C)S(=O)(=O)c2ccc3c(c2)c(=O)n(C)c(=O)n3C)c1 | -5% | -11% | -2% | -4% | 0% | -3% | 26 | 2% | -12
39 | OC(COc1ccccc1)CN1CCN(C(c2ccccc2)c2ccccc2)CC1 (stereo unspecified) | -15% | ? | -4%[9.22 µM] | -11% | -8% | -5% | ? | -16% | -27
40 | CC(=O)NC1CC(C)(C)N(OC(C)=O)C(C)(C)C1 | -8% | 1% | 1% | -7% | 14% | -9% | 31 | 11% | -7
41 | CC1CCCC(NC(=O)CCCCCn2c(=S)[nH]c3ccsc3c2=O)C1C (stereo unspecified) | -2% | 7% | · | · | -4% | -6% | 26 | 0% | -5
42 | CCC1(c2ccccc2)ON(c2c(Br)cccc2Br)C1=O (stereo unspecified) | -30% | ? | 12µM* | ? | ? | -28% | -97* | 18µM* | 3
43 | CCN(CC)C(=O)c1ccc(C)c(Br)c1 | -4% | -12% | -3% | -2% | 6% | 8% | 10 | -1% | 0
44 | CC(=O)c1c(-c2ccccc2)[nH]c2ccccc12 | -9% | 7.3µM* | 16µM* | ? | ? | ? | -7 | ? | -4

Molecules from the list above that have a Cl atom (7):
entry | structure | GLP1R cytotox | KB-V1 cytotox | MCF10A rerep | SW480 rerep | HT1080-NT tox | KB-3-1 tox | IL1B secr inh | HT1080 IDH1KD tx | DRD3 agonist
5 | Cc1ccc(NC(=S)N(C)N)cc1Cl | -7% | 56% | -4% | -4% | 2% | -1% | 6 | -14% | -7
21 | COC(=O)c1cccn(CC(=O)c2ccc(Cl)cc2Cl)c1=O | -4% | 9% | -3% | 0% | 8% | 8% | -9 | 6% | -2
22 | COCCn1c(-c2ccc(Cl)cc2Cl)nc2c(c(=O)c3ccccc3n2C)c1=O | -1% | -4% | -6% | -4% | 5% | 7% | -1 | 6% | -5
24 | COc1ccc(C2=NN(C(=O)c3ccc(Cl)c([N+](=O)[O-])c3)C(c3ccccc3)C2)cc1 (stereo unspecified) | 0% | -2% | ? | 20%&10% | ? | -7% | -14 | ? | -3
29 | CC(C)C(NS(=O)(=O)c1c(Cl)cccc1Cl)C(=O)OCC(=O)c1c[nH]c2ccccc12 (stereo unspecified) | -5% | 21µM* | 13% | · | -17% | 0% | 0 | -26% | 3
33 | N#CCC1c2ccccc2CCN1C(=O)Nc1ccc(Cl)cc1 (stereo unspecified) | -2% | -9% | 1% | -3% | 7% | 13% | -14 | -30% | -16
36 | Nc1n[nH]c(=S)n1-c1ccc(Cl)cc1 | 15% | -29% | 19% | 6% | -4% | -15% | 43 | 0% | -3

Screening data: PubChem BioAssay, National Center for Advancing Translational Sciences (NCATS)
